# MEP2 TOR yeast: yeast TOR pathway MEP2-GFP modulation; S. cerevisiae MEP2-GFP strain, flow cytometry GFP, 3 h; 100% = DMSO control level; GFP response vs DMSO, % at 10 µM; actives 0.51% (n = 330,000);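 active means GFP response versus DMSO above a set limit, roughly screen mean plus 3 SD, cut at about 180% in these data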;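 further: median GFP fluorescence of the barcode-gated MEP2-GFP cells per well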
# proCasp3 act: procaspase-3 (human) activation; activation, % at 8.5 µM; recombinant procaspase-3 D3A, Ac-DEVD-pNA absorbance 405 nm; P42574; actives 0.11% (n = 330,000);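 active means activation above the mean of all tested compounds plus 3 SD, cut at about 21% in these data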;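 further: 0% = DMSO alone and 100% = DMSO wells spiked with extra 5 µM PC-3 D3A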
#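 System: Procaspase-3 D3A mutant. Medium: Zinc-free 300 mM NaCl, 50 mM HEPES, 0.01% Triton X-100. Schedule: 1 h preincubation plus 2 h reaction at 25 °C. Measured by: 405 nm absorbance of p-nitroaniline, reads at 0 and 120 min. Read-out: percent activation relative to control range.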
# proCasp7 act: counter-screen for procaspase-3 activators: activators of human procaspase-7; P55210; recombinant procaspase-7, Ac-DEVD-pNA absorbance 405 nm; D23A/D198A/D206A triple mutant, cannot self-cleave; scale: DMSO 0, 5 µM enzyme 100; activation, % at 8.5 µM; actives 0.093% (n = 330,000); AID 463210;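 active means percent activation above the screen-wide mean plus 3 SD, cut at about 25% in these data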
#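 Replicates: singlicate. Assay system: Procaspase-7 triple mutant (PC-7 D3A). Signal: 405 nm absorbance of p-nitroaniline. Times: 1 h preincubation, 2 h reaction. Buffer or medium: Zinc-free HEPES pH 7.4 with 300 mM NaCl, 0.01% Triton X-100. Also added: DEVD-pNA substrate. Benchmarks: DMSO wells as 0%, DMSO with 5 µM added PC-7 as 100%.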
# LAP4-GFP MLPCN: modulators of TOR pathway LAP4-GFP in S. cerevisiae; S. cerevisiae LAP4-GFP multiplex, flow cytometry GFP, 3 h; median GFP as percent of DMSO wells; GFP response vs DMSO, % at 10 µM; actives 0.34% (n = 320,000); AID 2023;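 active means GFP response vs DMSO above a set limit, about the screen mean plus 3 SD, cut at about 150% in these data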
# CR mimetic SO: caloric restriction mimetics inhibiting age-related superoxide in yeast. superoxide response (% of plate mean), % at 10 µM. S. cerevisiae aged cells, superoxide DHE fluorescence; active compounds read low. AID 2690. actives 0.18% (n = 330,000);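 active means superoxide response under a set limit, about three screen SD below normal, cut at about 65% in these data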;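 further: yeast aged for seven days with compound at 30 °C before DHE staining; 100% = average MFI of all compound-treated wells on the plate with controls excluded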
# AHR act: human AHR activation. P35869. AHR-responsive luciferase reporter cells, luminescence. activation, % at 5 µM. actives 2.5% (n = 320,000). AID 2796; in the data active means activation above about 47%;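 further: 0% = vehicle wells and 100% = reference agonist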
# Target sequence (P35869 whole entry, looked up): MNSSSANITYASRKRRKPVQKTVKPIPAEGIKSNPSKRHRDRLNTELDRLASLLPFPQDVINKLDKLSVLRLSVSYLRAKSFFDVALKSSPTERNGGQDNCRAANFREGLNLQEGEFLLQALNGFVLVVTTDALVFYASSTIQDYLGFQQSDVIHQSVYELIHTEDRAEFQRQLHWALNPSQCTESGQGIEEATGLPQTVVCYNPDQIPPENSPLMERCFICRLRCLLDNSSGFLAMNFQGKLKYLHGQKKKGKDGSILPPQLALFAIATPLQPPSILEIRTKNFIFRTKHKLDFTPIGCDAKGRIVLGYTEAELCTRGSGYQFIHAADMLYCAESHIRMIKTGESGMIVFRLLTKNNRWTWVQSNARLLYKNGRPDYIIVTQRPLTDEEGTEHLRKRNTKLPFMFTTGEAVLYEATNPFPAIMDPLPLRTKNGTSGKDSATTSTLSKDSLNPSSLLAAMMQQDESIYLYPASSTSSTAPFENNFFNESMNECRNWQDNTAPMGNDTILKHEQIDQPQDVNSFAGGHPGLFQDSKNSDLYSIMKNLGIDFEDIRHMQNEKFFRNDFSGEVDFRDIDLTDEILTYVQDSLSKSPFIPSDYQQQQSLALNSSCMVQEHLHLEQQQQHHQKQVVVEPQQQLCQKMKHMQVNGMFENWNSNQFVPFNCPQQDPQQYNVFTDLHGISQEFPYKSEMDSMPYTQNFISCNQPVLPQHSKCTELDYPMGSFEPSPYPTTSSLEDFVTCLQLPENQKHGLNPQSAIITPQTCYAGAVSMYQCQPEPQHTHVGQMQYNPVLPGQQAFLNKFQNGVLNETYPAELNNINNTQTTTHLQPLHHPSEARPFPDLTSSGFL
# RPL19A-GFP yeast: alters RPL19A-GFP fluorescence in TOR pathway yeast screen; actives 0.3% (n = 330,000); S. cerevisiae RPL19A-GFP strain, flow cytometry, 3 h; active compounds read low; percent response vs DMSO, % at 10 µM; AID 2025;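 active means percent response vs DMSO below 50%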;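 further: median channel GFP fluorescence of the barcoded RPL19A-GFP strain; ratio of sample median GFP to plate DMSO average so 100% = DMSO; lower means less RPL19A-GFP as with rapamycin TOR inhibition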
# GASC-1 inh: human JMJD2C demethylase inhibition; AID 2099; Q9H3R0; inhibition, % at 2.35 µM; actives 0.069% (n = 330,000); GST-JMJD2C(1-420) H3K9me3 demethylation, DELFIA europium;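 active means more than half of a compound's replicate wells show inhibition beyond 50%, single wells judged on their own value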;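 further: signal counts dimethyl H3K9 product captured on neutravidin plate; 0% = median of DMSO wells and 100% = 0.3 times that DMSO median; strong numbers were not always called active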
# Numbers without * were called inactive; . = no result given; & = joins results of further samples.
canonical_smiles	GASC-1 inh	RPL19A-GFP yeast	LAP4-GFP MLPCN	AHR act	MEP2 TOR yeast	CR mimetic SO	proCasp3 act	proCasp7 act
O=C(O)c1cc(N2C(=O)C3CC=CCC3C2=O)ccc1NCc1cccnc1 (stereo not given)	-4	101	91	-1	96	106	-3	4
O=C(NCCCN1CCCCC1)C1CC(=O)N(CCc2ccccc2)C1 (stereo not given)	-1	97	99	1	98	129	4	12
COc1ccc(CNc2nc3nc(-c4ccccc4)cc(=O)n3[nH]2)cc1OC	-2	101	101	2	104	97	-2	0
N#Cc1c(N)sc2c1CCN(C(=O)OCc1ccccc1)C2	0	97	121	-2	103	99	-1	-17
COc1ccc(NC(=O)COc2nsnc2N2CCOCC2)c(OC)c1	4	101	108	9	110	71	19	-10
CN(C(=O)C1CCCN1S(=O)(=O)c1ccc(Cl)cc1)c1ccccc1 (stereo not given)	4	103	100	12	104	95	4	6
Cn1c(SCC(=O)NCc2cccs2)nnc1-c1ccc(O)cc1	-1	101	101	1	99	101	-5	7
CCN(Cc1ccccc1)S(=O)(=O)c1ccc(C(=O)Nc2nnc(C3CC3)o2)cc1	6	98	110	2	103	98	5	-9
Cc1cnc(C(=O)Nc2ccccc2C(=O)N2CCOCC2)cn1	6	93	93	0	99	94	5	4
Cn1c(C(=O)NCCCN2CCN(c3cccc(Cl)c3)CC2)cc2c(=O)n(C)c3ccccc3c21	-12&-4	99	100	7	103	96	7	12
Cc1ccc(S(=O)(=O)N(C)S(=O)(=O)c2ccc(C#N)cc2)cc1	6	100	89	0	105	97	-2	5
O=C(CSCc1c(Cl)cccc1Cl)NCC1CCCO1 (stereo not given)	10	100	106	-3	108	103	-2	10
COc1ccnc(CS(=O)c2nc3cc(C(O)(F)F)ccc3[nH]2)c1OC (stereo not given)	-17	98	96	44	102	106	-22	-26
COc1cc2[nH]c3c(OC)ncnc3c2cc1OC	9	102	89	15	96	103	9	5
NC(N)=N/N=C/c1ccccc1	-1	99	100	4	101	87	0	9
O=C(CCCOc1ccc(Cl)cc1)NCC1CCCO1 (stereo not given)	7	93	88	6	96	91	0	2
CCN(CC(=O)NCc1ccc(F)cc1)Cc1cc(=O)n2ccsc2n1	-22	94	100	0	95	98	7	13
C=C1CCN(CC(=O)OC)S(=O)(=O)c2ccccc21	2	104	143	1	98	98	-6	1
COc1ccc(-c2cc(C(=O)Nc3cc(C)nn3-c3ccccc3)no2)cc1	5	92	.	4	105	92	-5	4
CCN(CC)S(=O)(=O)c1ccc(NC(=O)C(OC)c2ccccc2)cc1 (stereo not given)	2	101	101	-2	101	100	3	-1
O=C(CCNc1n[nH]c(=O)[nH]c1=O)N1CCOCC1	-5	99	114	-1	107	102	1	4
C/C(O)=C(\C#N)c1nnc2n1CCCCC2	1	103	98	-1	110	78	3	-9
Cc1cccc(N(CC(O)CN2CCCC2)S(=O)(=O)c2ccccc2)c1 (stereo not given)	4	105	109	1	103	94	4	1
COc1ccccc1-c1nnc(SCc2ccccn2)n1C	5	102	98	-2	110	97	1	-12

# By substructure, the compounds so far containing a Cl atom (four)
canonical_smiles	GASC-1 inh	RPL19A-GFP yeast	LAP4-GFP MLPCN	AHR act	MEP2 TOR yeast	CR mimetic SO	proCasp3 act	proCasp7 act
CN(C(=O)C1CCCN1S(=O)(=O)c1ccc(Cl)cc1)c1ccccc1 (stereo not given)	4	103	100	12	104	95	4	6
Cn1c(C(=O)NCCCN2CCN(c3cccc(Cl)c3)CC2)cc2c(=O)n(C)c3ccccc3c21	-12&-4	99	100	7	103	96	7	12
O=C(CSCc1c(Cl)cccc1Cl)NCC1CCCO1 (stereo not given)	10	100	106	-3	108	103	-2	10
O=C(CCCOc1ccc(Cl)cc1)NCC1CCCO1 (stereo not given)	7	93	88	6	96	91	0	2

# The list goes on.
canonical_smiles	GASC-1 inh	RPL19A-GFP yeast	LAP4-GFP MLPCN	AHR act	MEP2 TOR yeast	CR mimetic SO	proCasp3 act	proCasp7 act
COc1ccc(OC)c(-c2csc(N(C)C(=O)c3ccco3)n2)c1	1	98	97	22	105	106	-7	-3
Cc1nnc(SCc2cccc(CSc3nnc(C)s3)c2)s1	-7	96	99	4	93	99	2	0
O=C(CSc1nc2cc(Cl)ccc2o1)NC1CC1	6	102	120	-2	113	86	-5	10
COc1ccccc1OCC#CCNC1CCCCC1C (stereo not given)	0	88	85	2	83	87	5	0
O=C(CSc1ccc2c(c1)OCCO2)Nc1ccc(N2CCOCC2)cc1	11	93	92	1	96	100	-1	-2
O=c1c2ccccc2nc(SCCN2CCCCC2)n1CCc1ccccc1	16	95	97	35	102	100	0	-7
CCC(C)NS(=O)(=O)c1ccc(OCC(=O)NCc2cccnc2)cc1 (stereo not given)	21	100	100	-1	100	97	3	4
O=C(O)c1cccc(Nc2nc(Nc3ccccc3)nc(N3CCCC3)n2)c1	9	100	100	18	97	91	2	-2
CCN(C(=O)COC(=O)c1ccc(O)cc1)c1cccc2ccccc12	10	108	111	3	110	104	6	-3
CC(Oc1cccc(Cl)c1)C(=O)N1CCCN(C)CC1 (stereo not given)	-11	110	95	0	111	102	4	2
Cn1[nH]c(=O)c2ccccc2c1=O	7	100	86	3	99	94	2	18
CC(=O)Nc1ccccc1OCC(=O)c1ccc2c(c1)OCO2	8	99	93	18	96	108	-1	12
CN1CCN(c2ccccc2NC(=O)Cn2ncc3c([nH]c4ccccc43)c2=O)CC1	-6	100	96	2	115	112	5	-2
Fc1ccc(CSc2nnc(-c3cccs3)o2)cc1	-2	94	111	-10	103	92	-1	5
O=C(Nc1ccccc1N1CCOCC1)c1ccc([N+](=O)[O-])o1	-5	45*	40	-2	68	114	-2	17
CCOc1ccc(CCNC(=O)c2cc3c(s2)CS(=O)(=O)C3)cc1OCC	0	98	96	3	111	89	4	-4
Cn1nc(Oc2nc(N3CCOCC3)nc(N3CCOCC3)n2)ccc1=O	-1	.	103	-3	108	93	1	2
Cc1onc(-c2ccccc2)c1C(=O)OCC(=O)Nc1cccc(Cl)c1	5	98	122	3	94	107	0	1
CCCOP(=O)(c1ccc(N(C)C)cc1)C(O)c1ccncc1 (stereo not given)	.	103	100	2	100	107	3	-9
CCOc1ncccc1C(=O)N(CC)CC(=O)NCc1ccc(Cl)cc1	20	93	113	1	134	98	0	2
Cc1ccc(C)c(NC(=O)C(Sc2nc3ccc(C)cc3[nH]2)c2ccccc2)c1 (stereo not given)	-1	101	109	43	113	118	-3	0
CCOC(=O)c1c(C)c(C(=O)Nc2cc(OC)ccc2OC)c(C)n1CC	6	99	106	14	100	87	-4	-7
O=C(c1ccco1)N1CCN(C(=O)C(Cc2ccccc2)NS(=O)(=O)c2cccs2)CC1 (stereo not given)	.	101	97	0	98	103	-4	-3
N#C/C(=C\c1ccc(N2CCCC2)c([N+](=O)[O-])c1)c1nc2ccccc2[nH]1	1	98	102	7	100	110	-14	1
Cn1nc(C(C)(C)C)c(NC(=O)c2cccs2)c1C(C)(C)C	-3	89	92	-1	88	98	1	0
CSc1ccc(C(=S)N2CCCCCC2)cc1	1	96	106	0	97	92	-2	-2
Cc1ccc(S(=O)(=O)Nc2ccc3c(c2)nc(CN2CCCC2)n3C)cc1	-7	90	93	0	94	97	0	5
Cc1ccc(CSCCNC(=O)CN(c2cc(C)ccc2C)S(C)(=O)=O)cc1	-14	99	100	5	98	89	-7	10
c1cc(-c2nnc(-c3ccncc3)o2)ccn1	4	87	92	2	92	114	5	-9
CCOC(=O)C(Oc1ccc(=O)n(-c2ccccc2)n1)C(C)=O (stereo not given)	0	101	98	1	106	98	9	-3
CCN1C(=O)c2cccc3c(S(=O)(=O)NCC4CCCO4)ccc1c23 (stereo not given)	-4	105	111	6	107	92	-5	1
Cc1c(NC(=O)COC(=O)Cn2cc(C(F)(F)F)ccc2=O)cccc1[N+](=O)[O-]	8	98	104	-2	99	92	3	6
CC(C)(C)OC(=O)NN1CC(=O)N2Cc3[nH]c4ccccc4c3C[C@H]2C1=O	-18	101	100	35	107	71	6	-1
Cc1nn(C)c(C)c1S(=O)(=O)N1CCC(C(=O)NC(C)c2ccccc2)CC1 (stereo not given)	-7	102	106	-2	109	92	4	-5
CN=C1SC(CC(=O)Nc2ccccc2F)C(=O)N1/N=C/c1ccc(O)c(OC)c1 (stereo not given)	-7	99	90	9	95	109	6	9
COc1ccc([C@@H]2OC2(C(N)=O)C(N)=O)cc1	3	98	104	0	101	91	-2	9
O=C(/C=C/c1cccs1)Nc1sc2c(c1C(=O)O)CCCC2	2	105	112	10	108	187	-3	4
COc1ccc(C(=O)Nc2ccccc2)cc1S(=O)(=O)NCc1ccco1	11	100	93	4	103	88	0	3
CCCn1c(SCC(=O)NC2CCCc3ccccc32)n[nH]c1=O (stereo not given)	-21	92	118	-1	95	91	1	-2
Cc1ccc(N(CC(N)=O)C2SC(=O)NC2=O)cc1 (stereo not given)	10	105	100	-3	105	107	-2	-4
CCC(CO)Nc1ncnc2c1cnn2-c1ccc(Cl)cc1 (stereo not given)	0	100	99	-7	99	96	5	4
COC(=O)c1ccc(NC(=S)NCCCN2CCCC2=O)cc1	24	98	98	2	92	102	5	7
Cc1cc2oc(C(=O)N3CCN(Cc4ccccc4)CC3)c(C)c2cc1C	3	98	108	-1	97	83	-3	4
Cc1ccc(NC(=O)NCC2CC2(Cl)Cl)cc1 (stereo not given)	8	91	89	8	87	99	-1	9
COc1c2occc2c(OC(C)=O)c2c(=O)cc(C)oc12	-38	105	110	54*	117	89	0	1
COC(=O)c1ccccc1NC(=O)c1ccc(COc2ccccc2)o1	14	99	106	12	92	100	0	12
O=C(O)c1ccc(-c2nc3scc(-c4ccccc4)c3c(=O)[nH]2)cc1	-4	92	96	1	98	90	5	7
CCOCCCNC(=O)c1ccc2c(c1)N(CC)C(=O)c1ccccc1S2=O (stereo not given)	-28	100	104	9	101	81	5	10
CCOC(=O)N1CCC(N2C(=O)c3ccc(C(=O)Nc4cccc(OC)c4)cc3C2=O)CC1	-10	100	98	1	98	96	3	-5
Cc1nnc(SCC(=O)n2c3c(c4ccccc42)CCCC3)s1	6	100	107	7	106	106	6	3
Cc1ccccc1C(=O)Nc1nnc(CC(=O)N/N=C/c2ccco2)s1	8	98	106	13	99	82	1	-7
O=C(CN1CCN(Cc2ccccc2)CC1)N/N=C/c1c[nH]c2ccccc12	2	105	87	16	105	93	12	6
CN(CC(=O)Nc1ccc(OC(F)(F)F)cc1)C(=O)Cc1c(Cl)cccc1Cl	1	102	91	6	100	99	10	-8
CCOC(=O)CSc1nnc(Cc2ccccc2)n1CC1CCCO1 (stereo not given)	2	96	101	-1	104	104	-1	9
O=S(=O)(c1ccc2c(c1)OCCO2)N1CCNCC1	-9	98	99	-3	97	93	-2	10

# Source: PubChem

# Compounds as they come; about 3.8% have a hit in one of these screens.
